GSK3B inh: human GSK3beta kinase inhibitors, primary screen, biochemical, cell-free homogeneous, HTS | Glycogen synthase kinase-3 beta (Homo sapiens), P49841 | GST-GSK3beta kinase, ADP-Glo luminescence, 60 min; hits give low values | activity score (negative = inhibition), % at 10 µM | 300,000 tested, 0.038% active | AID 2097, 2009;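 active means more than half of replicate wells score below -50%, meaning over 50% inhibition versus plate controls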;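 further: 0% = median DMSO wells and -100% = median GW8510 positive control wells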
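test system = GST-tagged human GSK3beta kinase, cell-free | reagent = 25 µM ATP with peptide substrate | dosing = one dose of 10 µM per compound | schedule = 60 min reaction, RT | detection = luminescent ADP-Glo measurement of ADP formed | control set = DMSO neutral wells and GW8510 at 20 µM as positive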
HSF1 inhib: HSF1 inhibitors in luciferase reporter cells, primary screen, cell-based, NIH3T3, luminescence | NIH3T3-HGL HSE-luciferase, MG132-induced, luminescence 8 h; hits give low values | activity change, negative = inhibition, % at 7.5 µM (by protocol) | 300,000 tested, 0.77% active | AID 2098, 2009;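 active means more than half of replicate wells show activity change below -50%, luminescence cut by over half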;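 further: luciferase reports HSF-1 transcriptional activity via heat shock element; 0% = median of DMSO wells and -100% = zero luminescence signal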
PolyA inhibitor: polyadenylation inhibitors in yeast reporter cells, primary screen, luminescence, S. cerevisiae. S. cerevisiae SKY197-pL101 polyadenylation reporter, beta-gal luminescence; efflux-impaired pdr1/pdr3 knockout yeast; score 100 = 6 SD above DMSO. calls only at 12 µM. 300,000 tested, 0.02% active;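 active means lowest replicate activity score at least 50, where 100 means six control SD above control mean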;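 further: yeast exposed to compound for 9 h at 30 °C; higher score means more reporter readthrough which indicates perturbed polyadenylation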
GSK3 alpha inh: blockers of GSK3A enzyme activity – biochemical, luminescence, cell-free homogeneous, HTS, primary screen. Glycogen synthase kinase-3 alpha (Homo sapiens), P49840. GSK-3 alpha kinase, ADP-Glo luminescence, 60 min. inhibition, % at 10 µM. 320,000 tested, 0.1% active. AID 2650, 2010;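 in the data active means inhibition above about 50%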;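 further: GST-tagged GSK-3 alpha with peptide substrate and 25 µM ATP; 0% = DMSO neutral wells and 100% = GW8510 positive control wells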
Target sequence (P49840 whole entry, looked up): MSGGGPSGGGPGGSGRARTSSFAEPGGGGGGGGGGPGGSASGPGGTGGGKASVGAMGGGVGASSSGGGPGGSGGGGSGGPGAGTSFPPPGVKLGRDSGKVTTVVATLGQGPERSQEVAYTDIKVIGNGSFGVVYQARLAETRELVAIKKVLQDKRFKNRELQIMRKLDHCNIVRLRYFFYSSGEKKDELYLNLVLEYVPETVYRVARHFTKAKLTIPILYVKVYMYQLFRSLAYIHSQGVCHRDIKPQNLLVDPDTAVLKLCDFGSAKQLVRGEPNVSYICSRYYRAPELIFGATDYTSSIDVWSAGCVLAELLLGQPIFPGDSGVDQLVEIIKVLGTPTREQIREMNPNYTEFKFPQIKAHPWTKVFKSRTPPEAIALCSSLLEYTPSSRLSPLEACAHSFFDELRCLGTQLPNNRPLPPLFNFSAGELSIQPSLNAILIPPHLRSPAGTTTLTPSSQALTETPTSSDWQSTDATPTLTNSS
HSF-1 act: HSF-1 activators, primary screen, NIH3T3-HGL cells, MG132 stress, luminescence, single point; NIH3T3-HGL HSF-1 luciferase reporter, 8 h; 100% = twice DMSO control signal; activation, % at 9 µM; 300,000 tested, 1.7% active; AID 504408, 2011;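 active means mean replicate activation of at least 50% with a set share of replicates each reaching 50%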;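 further: 0% = median of the neutral control wells and 100% = twice that signal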
HSP90 refold inh: HSP90 inhibitors, primary screen, cell lysate, luminescence | inhibition, % at 5.6 µM | 290,000 tested, 0.91% active | AID 1789, 2009 | Heat shock protein HSP 90 (rabbit reticulocyte lysate; luciferase refolding) | Rabbit reticulocyte lysate, luciferase refolding luminescence, 3 h;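 active means inhibition above the screen-wide mean plus 3 SD, computed separately per campaign, cut at about 16% in these data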;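 further: 0% = DMSO wells and 100% = 60 µM geldanamycin wells; inhibitors lower the luminescence because luciferase stays unfolded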
HDAC3 inh: HDAC3 deacetylase inhibitors, primary screen, biochemical, fluorescence, cell-free homogeneous; Histone deacetylase 3 (Homo sapiens), O15379; recombinant HDAC3, fluorogenic peptide/trypsin coupled; inhibition, % at 8.3 µM; 320,000 tested, 0.15% active; AID 2718, 2010; in the data active means inhibition above about 26%, passing the limit was not always enough
Target sequence (O15379 whole entry, looked up): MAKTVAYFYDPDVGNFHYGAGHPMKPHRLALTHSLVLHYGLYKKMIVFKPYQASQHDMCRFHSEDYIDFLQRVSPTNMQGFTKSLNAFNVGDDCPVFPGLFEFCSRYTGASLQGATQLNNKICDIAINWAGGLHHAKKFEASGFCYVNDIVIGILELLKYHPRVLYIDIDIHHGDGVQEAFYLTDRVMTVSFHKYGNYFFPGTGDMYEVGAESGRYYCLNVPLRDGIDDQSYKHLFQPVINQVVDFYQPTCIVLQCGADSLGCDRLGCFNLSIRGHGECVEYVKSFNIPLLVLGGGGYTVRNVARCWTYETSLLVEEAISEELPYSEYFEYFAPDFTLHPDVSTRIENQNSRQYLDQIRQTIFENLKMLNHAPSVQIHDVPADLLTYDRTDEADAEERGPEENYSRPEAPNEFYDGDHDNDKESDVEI
Platelet DG rel: inhibitors of platelet dense granule secretion, primary screen, cell-based, MLPCN, human platelets; human platelet-rich plasma, SFLLRN dense granule ATP release, luminescence; inhibition, %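 (compounds screened at 7.5 µM in platelet-rich plasma)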; 300,000 tested, 0.22% active;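 active means mean replicate score, as percent of positive control, at or above 50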
AI-2 QS modul: Vibrio harveyi AI-2 quorum sensing modulators, primary screen, JMH597 strain, luminescence/OD600 ratio | AID 2094, 2009 | 300,000 tested, 0.4% active | Vibrio harveyi JMH597 AI-2 luminescence/OD600 ratio, 9 h; hits give low values; strain lacks LuxN and CqsS sensors; 0 = neutral-control median | activity change, % at 7.5 µM; in the data active means activity change below about -75%, passing the limit was not always enough;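 further: luminescence divided by OD600 gain over 9 h not by final OD600 alone; inactives centre near 13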
DYRK1A inh: rat Dyrk1A kinase inhibitors, primary screen, biochemical, single point, plate reader; Dual specificity tyrosine-phosphorylation-regulated kinase 1A (Rattus norvegicus), Q63470; ADP-Glo luminescence, NFATc1 peptide; inhibition, % at 12.5 µM; 310,000 tested, 0.43% active; AID 504441, 2011; in the data active means inhibition above about 50%;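 further: plate controls were vehicle with enzyme for no effect and no enzyme for full effect; many of its hits are not listed in these tables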
Starred values were filed as active, the others as inactive. An excerpt; the hit share may differ from the screen's.

How did O=C1COc2cc(S(=O)(=O)CCC(=O)N3CCCCC3)c(Cl)cc2N1 do in these assays?
GSK3B inh: 2; HSF1 inhib: 3; PolyA inhibitor: inactive; GSK3 alpha inh: 6; HSF-1 act: 1; HSP90 refold inh: -3; HDAC3 inh: -5; Platelet DG rel: -1; AI-2 QS modul: 5; DYRK1A inh: 1

How did COc1ccc(Cl)cc1-c1csc(N)n1 do in these assays?
GSK3B inh: -1; HSF1 inhib: 4; PolyA inhibitor: inactive; GSK3 alpha inh: -3; HSF-1 act: 6; HSP90 refold inh: -1; HDAC3 inh: 3; Platelet DG rel: 0; AI-2 QS modul: 39; DYRK1A inh: -3

Results for COc1ccc(N=C2NC(=O)/C(=C\c3ccco3)S2)cc1 ?
GSK3B inh: -1; HSF1 inhib: 13; PolyA inhibitor: inactive; GSK3 alpha inh: 0; HSF-1 act: 15; HSP90 refold inh: 1; HDAC3 inh: 9; Platelet DG rel: 10; AI-2 QS modul: -8; DYRK1A inh: 12

How did COc1cccc(-c2ccc(-c3noc(-c4ccccc4F)n3)c(OC)n2)c1 do in these assays?
GSK3B inh: 1; HSF1 inhib: -1; PolyA inhibitor: inactive; GSK3 alpha inh: -2; HSF-1 act: 6; HSP90 refold inh: 1; HDAC3 inh: -16; Platelet DG rel: 2; AI-2 QS modul: 3; DYRK1A inh: -1

How did Cc1ccc(Cn2ccc(=O)c(Cc3c(Cl)cccc3Cl)c2C)cc1 do in these assays?
GSK3B inh: 0; HSF1 inhib: -3; PolyA inhibitor: inactive; GSK3 alpha inh: -2; HSF-1 act: 10; HSP90 refold inh: -1; HDAC3 inh: 3; Platelet DG rel: -27; AI-2 QS modul: 18; DYRK1A inh: 6

How did CCc1nnc(NC(=O)CCC(=O)N2CCN(S(=O)(=O)c3ccc(OC)cc3)CC2)s1 do in these assays?
GSK3B inh: 3; HSF1 inhib: 8; PolyA inhibitor: inactive; GSK3 alpha inh: -2; HSF-1 act: 4; HSP90 refold inh: -1; HDAC3 inh: -2; Platelet DG rel: 7; AI-2 QS modul: 28; DYRK1A inh: 4

What do the screens show for `O=C(NC1CCCc2c1cnn2-c1cc(F)cc(F)c1)c1cc[n+]([O-])cc1` (centres undefined)?
GSK3B inh: -4; HSF1 inhib: -5; PolyA inhibitor: inactive; GSK3 alpha inh: 0; HSF-1 act: 2; HSP90 refold inh: -6; HDAC3 inh: 1; Platelet DG rel: 1; AI-2 QS modul: 16; DYRK1A inh: 4

What do the screens show for `O=S(=O)(c1ccc(Br)cc1)N1CCN=C1SCc1cccnc1`?
GSK3B inh: -5; HSF1 inhib: 4; PolyA inhibitor: inactive; GSK3 alpha inh: -1; HSF-1 act: 3; HSP90 refold inh: 2; HDAC3 inh: 12; Platelet DG rel: -10; AI-2 QS modul: 5; DYRK1A inh: -3

Results for O/N=C1\CC(O)Cc2nonc21 (centres undefined) ?
GSK3B inh: 1; HSF1 inhib: 0; PolyA inhibitor: inactive; GSK3 alpha inh: -2; HSF-1 act: 8; HSP90 refold inh: 3; HDAC3 inh: -4; Platelet DG rel: -4; AI-2 QS modul: 11; DYRK1A inh: -1

How did N/C(=C/C(=O)c1ccccc1O)C(F)(F)F do in these assays?
GSK3B inh: 2; HSF1 inhib: 1; PolyA inhibitor: inactive; GSK3 alpha inh: 0; HSF-1 act: -7; HSP90 refold inh: 4; HDAC3 inh: -2; Platelet DG rel: 3; AI-2 QS modul: 31; DYRK1A inh: -8

How did CCC(=O)c1ccc(OCC(=O)N2CCN(c3ncccn3)CC2)cc1 do in these assays?
GSK3B inh: 3; HSF1 inhib: 2; PolyA inhibitor: inactive; GSK3 alpha inh: 0; HSF-1 act: -3; HDAC3 inh: -5; Platelet DG rel: 9; AI-2 QS modul: 13; DYRK1A inh: 1

What do the screens show for `CCCn1nnnc1NC(=O)c1cc(Br)ccc1OC`?
GSK3B inh: -3; HSF1 inhib: 1; PolyA inhibitor: inactive; GSK3 alpha inh: 0; HSF-1 act: -1; HSP90 refold inh: -2; HDAC3 inh: 0; Platelet DG rel: 8; AI-2 QS modul: -2; DYRK1A inh: 0

Results for COc1ccc(OC)c(C(=O)N2CCC(C(=O)c3ccc(F)cc3)CC2)c1 ?
GSK3B inh: 6; HSF1 inhib: -13; PolyA inhibitor: inactive; GSK3 alpha inh: -1; HSF-1 act: -1; HSP90 refold inh: 3; HDAC3 inh: 4; Platelet DG rel: -3; AI-2 QS modul: 8; DYRK1A inh: 2

What do the screens show for `O=c1[nH]c(SCc2ccccc2)nc2c1sc1ccccc12`?
GSK3B inh: 5; HSF1 inhib: 4; PolyA inhibitor: inactive; GSK3 alpha inh: 0; HSF-1 act: 9; HSP90 refold inh: -1; HDAC3 inh: -6; Platelet DG rel: 0; AI-2 QS modul: 4; DYRK1A inh: -2

Results for Cc1nc2ccccc2c(=O)n1NC(=O)C1CC1 ?
GSK3B inh: -1; HSF1 inhib: -9; PolyA inhibitor: inactive; GSK3 alpha inh: -2; HSF-1 act: 1; HSP90 refold inh: 0; HDAC3 inh: 0; Platelet DG rel: -7; AI-2 QS modul: 15; DYRK1A inh: 2

How did COc1cccc2c1OCC/C2=N\NC(=O)C(C)Oc1ccc([N+](=O)[O-])cc1 (centres undefined) do in these assays?
GSK3B inh: 0; HSF1 inhib: 2; PolyA inhibitor: inactive; GSK3 alpha inh: -6; HSF-1 act: 6; HSP90 refold inh: -6; HDAC3 inh: 13; Platelet DG rel: -1; AI-2 QS modul: 10; DYRK1A inh: 0

How did COc1ccc(Cl)cc1N(CC(=O)Nc1ccccc1C(=O)N1CCOCC1)S(C)(=O)=O do in these assays?
GSK3B inh: 1; HSF1 inhib: 9; PolyA inhibitor: inactive; GSK3 alpha inh: 3; HSF-1 act: 5; HSP90 refold inh: 0; HDAC3 inh: 0; Platelet DG rel: -9; AI-2 QS modul: 24; DYRK1A inh: -6

Results for CCCC(=O)Nc1ccccc1NC(=O)CCC ?
GSK3B inh: 3; HSF1 inhib: -5; PolyA inhibitor: inactive; GSK3 alpha inh: 1; HSF-1 act: 8; HSP90 refold inh: 0; HDAC3 inh: 0; Platelet DG rel: -3; AI-2 QS modul: 15; DYRK1A inh: 8

What do the screens show for `CC(C)=N/N=C1\NC(=O)C(C)S1` (centres undefined)?
GSK3B inh: -3; HSF1 inhib: 3; PolyA inhibitor: inactive; GSK3 alpha inh: -2; HSF-1 act: 7; HSP90 refold inh: 0; HDAC3 inh: -8; Platelet DG rel: 10; AI-2 QS modul: 8; DYRK1A inh: 0

What do the screens show for `COc1ccc(CN2CCNC(=O)C2CC(=O)NCc2ccc(C)s2)c(OC)c1` (centres undefined)?
GSK3B inh: 0; HSF1 inhib: -2; PolyA inhibitor: inactive; GSK3 alpha inh: -4; HSF-1 act: -22; HSP90 refold inh: -5; HDAC3 inh: 0; Platelet DG rel: -7; AI-2 QS modul: 0; DYRK1A inh: -6

How did CCN(CC)C(=S)SCc1csc(CC(=O)Nc2ccccc2C)n1 do in these assays?
GSK3B inh: -1; HSF1 inhib: -4; PolyA inhibitor: inactive; GSK3 alpha inh: 1; HSF-1 act: 4; HSP90 refold inh: 3; HDAC3 inh: 5; Platelet DG rel: -5; AI-2 QS modul: 25; DYRK1A inh: -3

Results for Cn1nnnc1SCc1nc2ccccc2[nH]1 ?
GSK3B inh: 3; HSF1 inhib: 5; PolyA inhibitor: inactive; GSK3 alpha inh: -1; HSF-1 act: -20; HSP90 refold inh: -1; HDAC3 inh: 0; Platelet DG rel: -20; AI-2 QS modul: 7; DYRK1A inh: 27

Results for CC(=O)NC12CC3CC(C1)CC(C(=O)Oc1ccc(N(C)S(=O)(=O)c4cc(C)ccc4C)cc1)(C3)C2 ?
GSK3B inh: 1; HSF1 inhib: -2; PolyA inhibitor: inactive; GSK3 alpha inh: -2; HSF-1 act: -5; Platelet DG rel: -17; AI-2 QS modul: 4; DYRK1A inh: 9

What do the screens show for `Cc1ccc(Cn2ncc3c(NCCN(C)C)ncnc32)cc1`?
GSK3B inh: -2; HSF1 inhib: 5; PolyA inhibitor: inactive; GSK3 alpha inh: 0; HSF-1 act: 18; HSP90 refold inh: 2; HDAC3 inh: 13; Platelet DG rel: 1; AI-2 QS modul: 13; DYRK1A inh: -2

How did O=C(CSc1ccc(-c2ccco2)nn1)NC1CCCCC1 do in these assays?
GSK3B inh: -8; GSK3 alpha inh: -1; HSP90 refold inh: -2; HDAC3 inh: 2; AI-2 QS modul: -3

How did CCOC(=O)c1cc(OC(=O)c2ccccc2)n(-c2ccccc2)n1 do in these assays?
GSK3B inh: 0; HSF1 inhib: 11; PolyA inhibitor: inactive; GSK3 alpha inh: -1; HSF-1 act: -1; HSP90 refold inh: -3; HDAC3 inh: 10; Platelet DG rel: -3; AI-2 QS modul: 19; DYRK1A inh: 2

Four compounds drawn at random from the list so far, as already listed:
How did CCOC(=O)c1cc(OC(=O)c2ccccc2)n(-c2ccccc2)n1 do in these assays?
GSK3B inh: 0; HSF1 inhib: 11; PolyA inhibitor: inactive; GSK3 alpha inh: -1; HSF-1 act: -1; HSP90 refold inh: -3; HDAC3 inh: 10; Platelet DG rel: -3; AI-2 QS modul: 19; DYRK1A inh: 2

Results for Cn1nnnc1SCc1nc2ccccc2[nH]1 ?
GSK3B inh: 3; HSF1 inhib: 5; PolyA inhibitor: inactive; GSK3 alpha inh: -1; HSF-1 act: -20; HSP90 refold inh: -1; HDAC3 inh: 0; Platelet DG rel: -20; AI-2 QS modul: 7; DYRK1A inh: 27

How did O=C(CSc1ccc(-c2ccco2)nn1)NC1CCCCC1 do in these assays?
GSK3B inh: -8; GSK3 alpha inh: -1; HSP90 refold inh: -2; HDAC3 inh: 2; AI-2 QS modul: -3

What do the screens show for `Cc1ccc(Cn2ncc3c(NCCN(C)C)ncnc32)cc1`?
GSK3B inh: -2; HSF1 inhib: 5; PolyA inhibitor: inactive; GSK3 alpha inh: 0; HSF-1 act: 18; HSP90 refold inh: 2; HDAC3 inh: 13; Platelet DG rel: 1; AI-2 QS modul: 13; DYRK1A inh: -2
